High-throughput results (PubChem BioAssay)
Furin inh: blocks human furin protease activity. inhibition, % at 30 µM. AID 463115. purified furin, fluorogenic substrate cleavage. 0.061% of 220,000 active; in the data active = inhibition above about 25%; also: inactives centre near -15
p47phox inh: p47phox (human) inhibition; P14598; p47phox/p22phox peptide binding, fluorescence polarization, 2 h; inhibition, % at 24.7 µM; 0.53% of 220,000 active; AID 1274;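 active = inhibition above about 30%, limit read from the data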;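 also: 0% = p47phox with labelled peptide and 100% = labelled peptide alone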
m-calpain inh: calpain II (pig) inhibition; purified calpain II, fluorogenic peptide substrate, 30 min; inhibition, % at 16 µM; 0.37% of 220,000 active;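 active = inhibition above about 50%, limit read from the data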
Tb hexokinase: T. brucei hexokinase 1 inhibition. recombinant TbHK1, G6PDH-coupled NADH A340. inhibition, % at 10 µM. 0.11% of 220,000 active. AID 1430;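 active = inhibition of 50% or more in the single-dose primary screen; inactive = inhibition below 50%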
Runt-CBFb FRET: Runt domain-CBFb interaction inhibition; Cerulean-Runt/Venus-CBFb FRET ratio 530/480, 1 h; inhibition, % at 20 µM; 0.46% of 220,000 active; AID 1496;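 active = inhibition over about 50% at 20 µM in the single-dose screen, limit read from the data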;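 also: 0% = DMSO wells and 100% = excess unlabeled CBFb competitor control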
Target sequence (Q01196 whole entry, looked up, the tested form may be a part): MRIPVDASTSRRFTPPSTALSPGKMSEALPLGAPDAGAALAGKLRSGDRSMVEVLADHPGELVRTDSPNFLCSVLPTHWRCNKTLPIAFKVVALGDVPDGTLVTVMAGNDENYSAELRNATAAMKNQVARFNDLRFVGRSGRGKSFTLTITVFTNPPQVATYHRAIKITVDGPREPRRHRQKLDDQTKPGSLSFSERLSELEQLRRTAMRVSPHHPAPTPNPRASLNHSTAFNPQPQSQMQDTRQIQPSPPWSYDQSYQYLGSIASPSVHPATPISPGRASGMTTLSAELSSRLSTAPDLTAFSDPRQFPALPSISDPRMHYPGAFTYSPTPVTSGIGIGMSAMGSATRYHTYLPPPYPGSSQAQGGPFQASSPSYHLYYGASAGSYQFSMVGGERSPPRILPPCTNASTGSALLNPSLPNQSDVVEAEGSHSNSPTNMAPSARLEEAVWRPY
Target sequence (Q13951 whole entry, looked up, the tested form may be a part): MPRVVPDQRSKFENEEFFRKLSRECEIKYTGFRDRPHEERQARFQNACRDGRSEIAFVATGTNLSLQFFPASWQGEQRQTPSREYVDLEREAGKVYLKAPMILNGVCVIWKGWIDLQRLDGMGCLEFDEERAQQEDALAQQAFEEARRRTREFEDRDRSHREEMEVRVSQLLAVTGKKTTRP
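Assay system: Cerulean-tagged RUNX1 Runt domain (FRET donor) fusion protein / Amount: 100 nM each of Venus-CBFb and Cerulean-Runt domain / Medium: Tris buffer pH 7.5 with salts and BSA / Also added: Venus-CBFb 100 nM / Schedule: 1 h complex formation plus 1 h compound treatment, room temperature / Signal: FRET fluorescence / Read-out: loss of energy transfer signal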
EBV gp42 block: blocks Epstein-Barr virus glycoprotein 42 binding. Fluorescence polarization binding assay, mP read-out. inhibition, % (tested at 21.74 µM). 0.42% of 220,000 active. AID 1085; in the data active = inhibition above about 50%
p97 ATPase inh: inhibitors of human p97 ATPase | recombinant p97 ATPase, Kinase-Glo ATP luminescence, 3 h | inhibition, % at 8 µM | 0.42% of 220,000 active | AID 1481; in the data active = inhibition above about 15%;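 also: 0% = DMSO vehicle and 100% = wells lacking enzyme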
Runt-SMMHC FRET: inhibitors of human RUNX1 Runt domain binding to CBFb-SMMHC; Q01196+Q13951; Cerulean-Runt/Venus-CBFb-SMMHC FRET ratio 530/480, 1 h; inhibition, % at 20 µM; 0.74% of 220,000 active; AID 1434;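 active = mean inhibition across duplicate retests at 20 µM reaching about 50%, limit read from the data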;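 also: 0% = DMSO wells and 100% = wells with excess untagged CBFb-SMMHC; inhibitors lower the FRET ratio by blocking Runt binding to CBFb-SMMHC; some results filed as inactive read as strong as hits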
RBBP9 inh: inhibitors of human serine hydrolase RBBP9. O75884. 0.2% of 220,000 active. recombinant RBBP9, FP-Rh probe fluorescence polarization. inhibition, % at 7.94 µM. AID 1515;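 active = inhibition above the campaign mean of all tested compounds plus 3 SD, cut at about 14% in these data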;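 also: plate controls were DMSO wells with RBBP9 for no effect and wells lacking RBBP9 protein for full effect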
Target sequence (O75884 whole entry, looked up): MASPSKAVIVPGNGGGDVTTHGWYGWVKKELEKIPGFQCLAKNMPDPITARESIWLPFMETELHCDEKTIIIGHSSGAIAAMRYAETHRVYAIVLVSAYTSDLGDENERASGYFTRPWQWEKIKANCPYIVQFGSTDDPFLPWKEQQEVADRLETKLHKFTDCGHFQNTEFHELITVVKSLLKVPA
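System: RBBP9 protein | Quantity: 2.5 µM RBBP9 dispensing solution, before mixing | Reagent: FP-Rh probe, 375 nM dispensing solution | Timing: Enzyme-compound preincubation 30 min, then probe labeling 45 min, 25 °C | Measured by: Fluorescence polarization | Read-out: % inhibition | Replication: One well per compound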
Numbers without * were called inactive; x = no result given; [ ] = another dose, or the depositor's remark.

The opening 3 entries as a preview:
Order of results: Furin inh, p47phox inh, m-calpain inh, Tb hexokinase, Runt-CBFb FRET, EBV gp42 block, p97 ATPase inh, Runt-SMMHC FRET, RBBP9 inh
#1 O=C(/C=C/c1ccc(Cl)c([N+](=O)[O-])c1)c1ccc(O)cc1
  -15, -16, 2, -17, 4, 5, 19*, -4, -4
#2 CC(C)N(C(=O)Cc1ccccc1[N+](=O)[O-])C(C)C
  -18, -12, 6, 0, 1, -5, -1, 0, -2
#3 CC(C)(C)[C@H]1C=C(C(=O)N2CCN(Cc3ccc4c(c3)OCO4)CC2)O[C@@H](OCCCCO)C1
  -2, 4, 20, -21, -1, -6, 1, -3, -3

The whole of this part, from the start:
Order of results: Furin inh, p47phox inh, m-calpain inh, Tb hexokinase, Runt-CBFb FRET, EBV gp42 block, p97 ATPase inh, Runt-SMMHC FRET, RBBP9 inh
#1 O=C(/C=C/c1ccc(Cl)c([N+](=O)[O-])c1)c1ccc(O)cc1
  -15, -16, 2, -17, 4, 5, 19*, -4, -4
#2 CC(C)N(C(=O)Cc1ccccc1[N+](=O)[O-])C(C)C
  -18, -12, 6, 0, 1, -5, -1, 0, -2
#3 CC(C)(C)[C@H]1C=C(C(=O)N2CCN(Cc3ccc4c(c3)OCO4)CC2)O[C@@H](OCCCCO)C1
  -2, 4, 20, -21, -1, -6, 1, -3, -3
#4 COc1ccc(-c2nnn(CC(=O)c3c[nH]c4ccccc34)n2)cc1OC
  -14, -78, -14, 1, -1, -12, 7, -2, -21
#5 CC(C)[C@@H]1CC[C@@H](C)c2c(-c3ccccc3)n[nH]c21
  7[20 µM], 0, 8, 2, -2, 18, -3, 4, 5
#6 COc1ccc(NC(=O)/C(=C/c2ccc(OC(C)=O)c(OC)c2)NC(C)=O)cc1
  -2, -8, 0, -2, -1, 1, 2, -3, -4
#7 COc1ccc(C)cc1S(=O)(=O)N1CCC(C(=O)N2CCN(C)CC2)CC1
  -6, -13, 14, 18, 0, -2, 1, -6, -5
#8 Cc1ccc(/C=C2/SC(=S)N(CCCC(=O)Nc3ccc(O)cc3)C2=O)cc1
  -9, x, 6, -7, -5, -1, 1, -45, -6
#9 Cc1ccccc1C(=O)NNC(=O)C(C)N1C(=O)c2ccccc2C1=O (stereo not given)
  -22[20 µM], -1, -30, -2, 4, -13, 3, 12, 7
#10 CC(=O)N1CCN(S(=O)(=O)c2c(F)cc(F)c(Cl)c2F)CC1
  -22, -7, -31, 0, -1, 1, 7, 0, -7
#11 Nc1nonc1-c1nc2ccccc2n1CC(=O)NC1CCCC1
  -23, -9, -1, -3, 0, -18, 7, 1, 0
#12 COc1ccc(Br)cc1/C=C/C(=O)Nc1ccc2ccccc2c1
  -11, -11, -21, -11, 0, 10, -5, 7, -37
#13 COC1CCCCC1Nc1cc(C)cc(C)c1 (stereo not given)
  -28[20 µM], -9, 27, 1, 1, -20, 0, 3, 1
#14 Cc1ccc(OCC(=O)NCCc2c[nH]c3ccccc23)cc1
  -19, -14, -27, -4, 0, 10, -8, 0, -7
#15 O=C1[C@@H]2[C@@H]3C[C@@H]([C@H]4ON=C(c5ccc(Cl)cc5Cl)[C@@H]34)[C@@H]2C(=O)N1C1CCCCC1
  -9, 6, 39, -11, -2, 30, -5, 1, -1
#16 O=C(Nc1ccc(S(=O)(=O)Nc2nccs2)cc1)c1cc(-c2ccccn2)nc2ccccc12
  -29, -38, -60, -11, 1, 10, 5, 0, -4
#17 Cc1cccnc1CCNC(=O)CC1C(=O)NCCN1CC1CCCCC1 (stereo not given)
  -7, 1, -47, -1, -2, 1, 2, -2, -9
#18 COc1ccc(C2OC(=O)CC2C(=O)NC(C)C)cc1 (stereo not given)
  -20, -14, 9, -2, 2, -20, -3, 3, -10
#19 CC(=O)c1ccc(NC(=O)CSc2nc3nc(C)cc(C)n3n2)cc1
  -26, -6, 8, 5, 0, -6, 0, 2, -6
#20 NC(=O)c1nsc(C(=O)N(CC(=O)NCc2ccc(F)cc2)Cc2ccco2)c1N
  -2[20 µM], -7, -277, -16, 0, -2, -3, 6, -5
#21 CCn1c(SCc2nc(-c3ccccc3)no2)nnc1-c1ccco1
  -20[20 µM], 7, 3, 5, -1, -11, -2, 0, -4
#22 CCN(CC)C(=O)C1CCCN(C/C=C/c2ccccc2)C1 (stereo not given)
  -18, -5, 7, -2, 1, -12, 3, 1, 5
#23 COc1cc(C(=O)NC2CCCc3ccccc32)ccc1OCC(=O)Nc1ccc(F)cc1 (stereo not given)
  -17, -8, 13, -3, -2, -4, 3, 3, 1
#24 COc1cccc(CN2CCCC(C(=O)c3ccc4c(c3)OCO4)C2)c1O (stereo not given)
  -4, -3, 7, 3, 4, -2, -5, 0, -9
#25 CC(C)C(NC(=O)c1ccccc1NC(=O)c1ccco1)C(=O)O (stereo not given)
  -4[20 µM], -8, -36, 0, 2, -23, 0, 2, 5
#26 N/C(CCS(=O)(=O)c1ccc(Cl)cc1)=N\OC(=O)c1ccc(Cl)cc1
  -27, -10, -9, -2, 0, -7, 2, 1, -8
#27 O=C(Nc1ccccc1)c1nccn1Cc1ccc(F)cc1
  -16, 1, 10, 2, -2, 2, -5, -3, -10
#28 CC(C)OC(=O)CSc1nnc(-c2ccccn2)n1N
  -23, -12, -17, -7, -1, -3, 5, 2, 5
#29 Cc1cc(C(=O)Nc2sc3c(c2C#N)CCC(C)C3)cs1 (stereo not given)
  -18[20 µM], -37, -91, -13, 1, -27, 7, -4, -2
#30 CC(=O)N1N=C2/C(=C/c3ccccc3)CCCC2C1c1ccccc1 (stereo not given)
  -11, -3, 15, -9, -2, -20, 2, -6, -5
#31 Oc1ccc(C(=S)N2CCN(Cc3ccccc3)CC2)cc1
  -25, -2, -24, -8, 53*, -10, 5, 20, 3
#32 CCCOC(=O)c1cc(NC(=O)/C=C/c2ccccc2)ccc1O
  -5, -8, 17, 7, 3, 6, 0, 3, -15
#33 COC(=O)c1ccccc1NC(=O)Nc1ccc(Cl)cn1
  -29, -5, -13, -5, 0, 3, 4, -3, 6
#34 CC(=O)NS(=O)(=O)c1ccc(NC(=O)c2ccc3c(c2)C(=O)N(CCC(C)C)C3=O)cc1
  -7, 59*, -34, 0, -6, 1, 1, -3, -6
#35 CCOCCn1c(SC)nc2c1c(=O)[nH]c(=O)n2C
  -17[20 µM], -7, -18, 6, 8, -7, 5, -2, 5
#36 CC1CC1C(=O)NCCc1ccc(Cl)cc1 (stereo not given)
  -23[20 µM], -13, -17, 1, 1, -5, -3, -5, -7
#37 Cc1cc(-c2csc(NC(=O)c3ccc(C#N)cc3)n2)c(C)n1Cc1ccccc1
  -20, -41, -7, -5, -3, -5, 3, -11, -3
#38 NNC(=O)CNC(=O)c1ccc(F)cc1
  -27, -21, -7, 14, 0, -2, 2, 4, -4
#39 CCCCN(c1ccccc1)c1ncnc2nc[nH]c12
  -18, -5, -19, -2, 0, -19, 2, -6, 0
#40 CN1CCN(C(=O)c2ccccc2Nc2ccc(SC(F)F)cc2)CC1
  -13, 5, -28, -10, 0, 0, -4, 2, -8
#41 CN(C)C(/C=C/Nc1ccc([N+](=O)[O-])cc1)=C(C#N)C#N
  -2, -10, 43, -5, 0, -2, 3, -6, -9
#42 O=C(Nc1nccs1)c1cccc(S(=O)(=O)N2CCCCC2)c1
  -20[20 µM], -4, 28, 1, 0, -6, 1, -1, 7
#43 CCOC(=O)c1c(C)n(-c2ccc(C)cc2)c2c(C(C(C)=O)C(=O)O)c(Br)c(O)c(O)c12 (stereo not given)
  -16[20 µM], -7, -42, 2, 15, -10, 1, 8, 8
#44 COc1cc(OC)cc(C(=O)Nc2ccc(S(=O)(=O)Nc3cc(C)nc(C)n3)cc2)c1
  -16[20 µM], -5, -5, -2, 2, -7, 1, -4, -1
#45 CC(=O)NC(CCS(C)(=O)=O)C(=O)Nc1cccc2ccccc12 (stereo not given)
  -15, -8, -10, -4, 2, -14, 4, -2, 1
#46 COc1ccc(C(=O)Oc2ccc(/C=N/O)cc2)cc1
  -17, 0, 17, 4, -2, 2, 3, -4, 1
#47 Cc1nc(NC(=O)/C=C/c2ccco2)sc1C
  -2, -14, 21, -10, 2, 18, -2, -5, -5
#48 Cn1c(SCC(=O)OC2CCCCC2)nnc1-c1ccc(S(=O)(=O)N2CCCC2)cc1
  -16, -2, 5, -1, 1, -18, -2, 2, -11
#49 Cc1ccc(C(=O)N2CCN(c3ccccn3)CC2)cc1[N+](=O)[O-]
  -19, 4, 6, -3, 1, 7, -2, -2, -4
#50 CN=Cc1cc(-c2ccccc2)sc1O
  -15[20 µM], 3, 23, -7, 1, -8, 4, -1, 3
#51 COc1ccc(OC)c2sc(N3CCc4ccccc4C3)nc12
  -14, 1, 9, -1, -1, 5, -5, 1, -2
#52 COc1cc(O)c(C(CC(=O)N2CCCCC2)c2ccc(N(C)C)cc2)c(OC)c1 (stereo not given)
  -19, 6, -19, -5, 12, -9, x, 1, x
#53 COC(=O)CSc1nnc(-c2ccncc2)o1
  -20[20 µM], -9, -16, -1, 0, -11, 0, 0, -4
#54 CC(NCc1ccc(F)cc1)C(=O)NC1CCCCC1 (stereo not given)
  -28, -12, -25, -2, 1, -21, 3, -2, -14
#55 COC(=O)c1cn(NC(=O)c2ccc(OC)c(OC)c2)c(=O)c2ccccc12
  -5[20 µM], 2, -23, -4, 2, -21, 4, -1, 3
#56 O=C(Nc1nnc(Cc2ccc(Cl)cc2)s1)C1CCCO1 (stereo not given)
  -19, -9, -34, 3, 0, 1, 1, -3, -8
#57 Cc1ccc(S(=O)(=O)n2nc(OC(=O)c3c(-c4ccccc4Cl)noc3C)cc2N)cc1
  -19, -2, 2, 1, 1, -5, 6, 2, -12
#58 O=C(Nc1nnc(C2CC2)s1)c1cc([N+](=O)[O-])ccc1N1CCCCC1
  -3, -14, 1, -11, -1, 1, -5, -4, -8
#59 O=C(NC(=S)Nc1ccc(N2CCOCC2)c(Cl)c1)c1sc2ccccc2c1Cl
  -13, -11, 13, -10, 4, -29, 5, 0, -4
#60 Cc1n[nH]c(=S)n1-c1ccc(Cl)cc1
  -23, -7, -13, -3, 10, -16, 8, 2, -6
#61 CCOC(=O)C1=C(C)Nc2ccccc2S1
  0, -16, -7, -6, 11, 6, 5, 0, 5
#62 Cc1cc(C(=O)N[C@@H](c2ccccc2)[C@]2(C)C[C@H]2[C@@H](C)C(=O)Nc2ccc3ccccc3c2)no1
  -12, -11, -40, -2, -1, -5, 5, 0, -19
#63 COc1ccc2ccccc2c1CN1CCN(Cc2ccccc2)CC1
  -21[20 µM], -9, -17, 7, x, -14, 2, -6, 1
